mHTT-CaM PPI inh – inhibitors of human mutant huntingtin-calmodulin interaction; P42858; hit rate 3.6% among 190,000; AlphaScreen His-mHTT/GST-CaM binding, luminescence; inhibition, % at 15 µM; AID 1671202;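 further: 0% = both proteins with DMSO and 100% = one protein alone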
Pf apPOL inh – Pf-apPOL DNA polymerase inhibition; Recombinant Pf-apPOL, molecular beacon fluorescence, 1.5 h; inhibition, % at 10 µM; hit rate 0.25% among 210,000; AID 1794808
The depositor's hits bear a star. No stated cut-off is given here; in the data, active means inhibition above about 50%; inactive means the rest. An unsorted share of the library; 3.7% or so of the library scored in one or more.

How did CN(C)CCNC(=O)c1cnc(N2CCN(c3ccccn3)CC2)c2ccccc12 do in these assays?
mHTT-CaM PPI inh: 2; Pf apPOL inh: -1

How did CSc1ccccc1NC(=O)c1ccc(-n2ccnc2)nn1 do in these assays?
mHTT-CaM PPI inh: 31; Pf apPOL inh: -4

Results for Cc1nc(C)c(C(=O)Nc2cc(F)ccc2F)s1 ?
mHTT-CaM PPI inh: -5; Pf apPOL inh: -2

Results for O=C(CSc1nccn1-c1cccc(Cl)c1)Nc1ccccc1C(F)(F)F ?
mHTT-CaM PPI inh: 17; Pf apPOL inh: -9

Results for O=C(NC1(C(F)(F)F)Oc2ccccc2O1)N1CCOCC1 ?
mHTT-CaM PPI inh: 4; Pf apPOL inh: -4

How did O=C(O)CN1CC2([N+](=O)[O-])CC=C(Cl)C([N+](=O)[O-])(C1)C2 (configuration not stated) do in these assays?
mHTT-CaM PPI inh: -2; Pf apPOL inh: 0

How did COCC(=O)N1CCN(c2cccc(C)c2)C(=O)C1C (configuration not stated) do in these assays?
mHTT-CaM PPI inh: -9; Pf apPOL inh: -1

Results for CN(CC(=O)Nc1cccc(F)c1)S(=O)(=O)c1ccc(Br)s1 ?
mHTT-CaM PPI inh: -7; Pf apPOL inh: 6

What do the screens show for `Cc1c(N=Cc2ccc(O)cc2)c(=O)n(-c2ccccc2)n1C`?
mHTT-CaM PPI inh: 2; Pf apPOL inh: 0

What do the screens show for `COc1nccnc1N1CCC(NS(=O)(=O)c2cn(C)cn2)C1` (configuration not stated)?
mHTT-CaM PPI inh: 3; Pf apPOL inh: 0

Next part; the last 2 above are carried over.
What do the screens show for `Cc1c(N=Cc2ccc(O)cc2)c(=O)n(-c2ccccc2)n1C`?
mHTT-CaM PPI inh: 2; Pf apPOL inh: 0

What do the screens show for `COc1nccnc1N1CCC(NS(=O)(=O)c2cn(C)cn2)C1` (configuration not stated)?
mHTT-CaM PPI inh: 3; Pf apPOL inh: 0

What do the screens show for `O=C(c1cccnc1)N1CCC(COCc2ccccc2)CC1`?
mHTT-CaM PPI inh: -8; Pf apPOL inh: -10

What do the screens show for `CCc1nnc(NS(=O)(=O)c2ccc(NC(=O)c3ccc4ncsc4c3)cc2)s1`?
mHTT-CaM PPI inh: 0; Pf apPOL inh: -5

How did COc1ccc2nc(N=C(N)NC(=O)Cc3ccc(Cl)cc3)nc(C)c2c1 do in these assays?
mHTT-CaM PPI inh: -5; Pf apPOL inh: 3

How did Cc1onc(-c2ccccc2)c1C(=O)ON=C(N)c1ccc([N+](=O)[O-])o1 do in these assays?
Pf apPOL inh: -2

Results for Cc1cc(I)ccc1NC(=O)c1ccccc1Cl ?
mHTT-CaM PPI inh: -11; Pf apPOL inh: -3

Results for Cc1cc(C)cc(C(=O)N2CCC(COc3ccc(C(=O)NC4CC4)cc3)CC2)c1 ?
mHTT-CaM PPI inh: 12; Pf apPOL inh: -5

How did O=c1[nH]c(=O)c2nc3ccccc3nc2[nH]1 do in these assays?
mHTT-CaM PPI inh: -6; Pf apPOL inh: 6

Results for Cc1ccc(-c2c(C)cc3oc(=O)cc(-c4ccccc4)c3c2C)cc1 ?
mHTT-CaM PPI inh: -12; Pf apPOL inh: -2

Results for COc1cccc(OC)c1C(=O)Nc1c2c(nn1-c1cccc(C)c1C)CS(=O)C2 (configuration not stated) ?
mHTT-CaM PPI inh: 3; Pf apPOL inh: 4

How did COCCn1c(-c2ccccc2)cnc1SCC(=O)Nc1ccccc1 do in these assays?
mHTT-CaM PPI inh: 0; Pf apPOL inh: -15

Four records drawn at random from the list so far, as already listed:
How did CSc1ccccc1NC(=O)c1ccc(-n2ccnc2)nn1 do in these assays?
mHTT-CaM PPI inh: 31; Pf apPOL inh: -4

How did CN(C)CCNC(=O)c1cnc(N2CCN(c3ccccn3)CC2)c2ccccc12 do in these assays?
mHTT-CaM PPI inh: 2; Pf apPOL inh: -1

What do the screens show for `O=C(c1cccnc1)N1CCC(COCc2ccccc2)CC1`?
mHTT-CaM PPI inh: -8; Pf apPOL inh: -10

How did O=C(O)CN1CC2([N+](=O)[O-])CC=C(Cl)C([N+](=O)[O-])(C1)C2 (configuration not stated) do in these assays?
mHTT-CaM PPI inh: -2; Pf apPOL inh: 0

(next part)
What do the screens show for `COc1ccc(Cl)cc1NC(=O)c1cc(S(=O)(=O)NCc2ccc(F)cc2)ccc1F`?
mHTT-CaM PPI inh: -5; Pf apPOL inh: 23

How did CCCCCCCCCCCCN1[C@@H](CC(=O)OC)c2cc(C(F)(F)F)ccc2S1(=O)=O do in these assays?
mHTT-CaM PPI inh: -8; Pf apPOL inh: -4

Results for O=C(Nc1cnc(-c2ccc(Cl)cc2)nc1)C1CCCO1 (configuration not stated) ?
mHTT-CaM PPI inh: 8; Pf apPOL inh: 2

Results for O=C(Nc1ccc2c(c1)Cc1ccccc1-2)c1coc(NC(=O)C2CC2)n1 ?
mHTT-CaM PPI inh: 30; Pf apPOL inh: -4

How did C=CCNC(=O)C1CCCN(S(=O)(=O)N(CC)CC)C1 (configuration not stated) do in these assays?
mHTT-CaM PPI inh: 14; Pf apPOL inh: -9

What do the screens show for `CC(=O)Nc1ccc(NC(=O)c2c(Cl)cccc2Cl)c(C)c1`?
Pf apPOL inh: -92

How did C=CCC(Nc1cccc(Cl)c1)c1ccco1 (configuration not stated) do in these assays?
mHTT-CaM PPI inh: -38; Pf apPOL inh: -7

What do the screens show for `O=C(Nc1c2c(nn1-c1ccc([N+](=O)[O-])cc1)CS(=O)(=O)C2)C1CC1`?
mHTT-CaM PPI inh: -2; Pf apPOL inh: -4

Results for CC(C)N1CCC(CC(=O)NC2CCN(c3nnc4ccc(Cl)cn34)CC2)CC1 ?
mHTT-CaM PPI inh: -1; Pf apPOL inh: -2

What do the screens show for `Cc1ccc(CNc2ccc3c(c2)nc(C)n3C)cc1`?
mHTT-CaM PPI inh: 11; Pf apPOL inh: -2

What do the screens show for `COc1ccc(OC)c(C2C=C(c3ccc(Br)cc3)Nc3ncnn32)c1` (configuration not stated)?
mHTT-CaM PPI inh: 0; Pf apPOL inh: -4

How did O=S(=O)(c1ccc(Cl)s1)N1CCC(c2nnc(-c3ccc(F)cc3)o2)CC1 do in these assays?
mHTT-CaM PPI inh: -9; Pf apPOL inh: -3

What do the screens show for `COc1ccc(C2c3c(-c4ccccc4)n[nH]c3C(=O)N2c2ccccc2)cc1` (configuration not stated)?
mHTT-CaM PPI inh: 59*; Pf apPOL inh: 6

What do the screens show for `Cc1nc(C(=O)NC(C)C)c(C)n1C1CCN(C)CC1`?
mHTT-CaM PPI inh: 6; Pf apPOL inh: -3

How did O=C(Nc1cccnc1)C1(c2ccccc2)CCCC1 do in these assays?
mHTT-CaM PPI inh: -4; Pf apPOL inh: 0

Results for COc1c2occc2c(OC)c2c(=O)cc(C(Cl)(Cl)Cl)oc12 ?
mHTT-CaM PPI inh: 9; Pf apPOL inh: 0

What do the screens show for `O=C(NCCc1csc2nc(-c3cccs3)nn12)C(=O)Nc1ccon1`?
mHTT-CaM PPI inh: -18; Pf apPOL inh: -10

Results for Cc1ccc(NC(=O)C2CC(=O)OC23CCOC(C)(C)C3)cc1 (configuration not stated) ?
mHTT-CaM PPI inh: -1; Pf apPOL inh: 11

Results for CN1CCN(Cc2c(O)ccc3c2OC(=Cc2ccccc2Br)C3=O)CC1 ?
mHTT-CaM PPI inh: 10; Pf apPOL inh: -1

What do the screens show for `COCC(C)NC(=O)NC1(C(F)(F)F)Oc2ccccc2O1` (configuration not stated)?
mHTT-CaM PPI inh: -1; Pf apPOL inh: 5

Results for CC(C)(C)NC(=O)COc1ccc(Br)cc1C(=O)Nc1ccc(Cl)cc1 ?
mHTT-CaM PPI inh: -9; Pf apPOL inh: -7

Results for CC1(C)C(=O)NCCN1C(=O)c1cccc(C(F)(F)F)c1 ?
mHTT-CaM PPI inh: -1; Pf apPOL inh: 7

How did O=C(Nc1ccc(Cl)cc1Cl)c1cncc(Br)c1 do in these assays?
mHTT-CaM PPI inh: -6; Pf apPOL inh: -5

Results for COc1ccc(-c2coc3c(CN4CCC(C)CC4)c(O)ccc3c2=O)cc1 ?
mHTT-CaM PPI inh: -2; Pf apPOL inh: -3

How did O=[N+]([O-])c1cccc(CNC2CCCc3ccccc32)c1 (configuration not stated) do in these assays?
mHTT-CaM PPI inh: -1; Pf apPOL inh: 2

Results for Cc1c(N=Cc2ccccc2)cc([N+](=O)[O-])cc1[N+](=O)[O-] ?
mHTT-CaM PPI inh: 13; Pf apPOL inh: 3

What do the screens show for `CCNC(=O)C(C1CCCC1)N1CCN(C(=O)c2cccs2)CC1` (configuration not stated)?
mHTT-CaM PPI inh: -2; Pf apPOL inh: -3

Results for COc1ccc(OC)c(N=c2oc3c(C)ncc(CO)c3cc2C(=O)Nc2ccccc2)c1 ?
mHTT-CaM PPI inh: 11; Pf apPOL inh: -2

What do the screens show for `O=C(Nc1c2c(nn1-c1ccc(F)cc1)CS(=O)C2)c1ccccc1Cl` (configuration not stated)?
mHTT-CaM PPI inh: 2; Pf apPOL inh: -2

How did CC1(C(=O)NCc2ccc(F)cc2)CCCN(S(=O)(=O)c2cccs2)C1 (configuration not stated) do in these assays?
mHTT-CaM PPI inh: -5; Pf apPOL inh: -6

Results for CC1(C)Cc2ccccc2C(C2=C(O)CCCC2=O)=N1 ?
mHTT-CaM PPI inh: 0; Pf apPOL inh: 1

What do the screens show for `S=C1NC(c2ccccc2)=CC(c2ccccc2)N1` (configuration not stated)?
Pf apPOL inh: -23

Results for CCc1ccc(NC(=O)CSc2nccn2Cc2ccccc2)cc1 ?
mHTT-CaM PPI inh: 24; Pf apPOL inh: 3

How did Cc1ccccc1-n1nc(C(C)C)c(C(=O)NC(C)C)c1C(C)C do in these assays?
mHTT-CaM PPI inh: -1; Pf apPOL inh: -2

What do the screens show for `CCOC(=O)CSc1nn2c(=O)c(C)nnc2s1`?
mHTT-CaM PPI inh: -3; Pf apPOL inh: 0

Results for O=C(CN1CCCC1)Nc1ccc(Br)cc1 ?
mHTT-CaM PPI inh: -3; Pf apPOL inh: 2

Results for O=C(NCc1cc(F)cc(F)c1)C1CC(=O)N(c2ccc3c(c2)CCN3C(=O)C2CC2)C1 (configuration not stated) ?
mHTT-CaM PPI inh: 3; Pf apPOL inh: -4

Results for CC(C)c1ccc(NS(=O)(=O)c2ccc(C#N)cc2Cl)cc1 ?
Pf apPOL inh: 0

How did O=C(COc1ccccc1F)N(CCc1cccs1)Cc1ccco1 do in these assays?
mHTT-CaM PPI inh: -13; Pf apPOL inh: -3

Results for O=C1N=C(N2CCOCC2)S/C1=C/c1cccc(O)c1 ?
mHTT-CaM PPI inh: 1; Pf apPOL inh: -4

What do the screens show for `CCn1c(C2CCN(S(=O)(=O)c3ccc(F)c(Cl)c3)C2)nc2cccnc21` (configuration not stated)?
mHTT-CaM PPI inh: -2; Pf apPOL inh: -2

How did CC(=O)Nc1cccc(NS(=O)(=O)c2ccc(C)cc2)c1 do in these assays?
mHTT-CaM PPI inh: -10; Pf apPOL inh: -2

How did CCN(CC)c1nc2cc(C(=O)OC)ccc2c(=O)n1-c1cccc(F)c1 do in these assays?
mHTT-CaM PPI inh: -25; Pf apPOL inh: -1

Results for CC1CCC(NC(=O)c2cc(N3CCCC(C)C3)nc3ccccc23)CC1 (configuration not stated) ?
mHTT-CaM PPI inh: -53; Pf apPOL inh: 0

How did Cc1nc2cc(-c3ccccc3)nn2c(C(C)(C)C)c1C do in these assays?
mHTT-CaM PPI inh: 13; Pf apPOL inh: -1

How did COc1ccc(S(=O)(=O)NCCC2CCN(C(=O)c3ccc(F)cc3)CC2)cc1 do in these assays?
mHTT-CaM PPI inh: 37; Pf apPOL inh: -3

What do the screens show for `COCCCNC(=O)c1ccc(C(C)C)cc1`?
mHTT-CaM PPI inh: -3; Pf apPOL inh: -3

Results for Cn1c(C(O)c2nc3ccccc3n2Cc2ccccc2)nc2ccccc21 (configuration not stated) ?
mHTT-CaM PPI inh: 29; Pf apPOL inh: 1

What do the screens show for `COc1ccccc1C1=NN(C(=O)CN2CCCCC2)C(c2ccc(C)cc2)C1` (configuration not stated)?
mHTT-CaM PPI inh: 8; Pf apPOL inh: -6

How did COc1ccc(-c2cc3nc4c(c(=O)n3[nH]2)CCN(C(=O)c2ccccc2C)C4)cc1 do in these assays?
mHTT-CaM PPI inh: 65*; Pf apPOL inh: -2

Results for CC1CCCCN1C(=O)C12CCC(C)(C(=NO)C1)C2(C)C (configuration not stated) ?
mHTT-CaM PPI inh: 2; Pf apPOL inh: -2

What do the screens show for `O=[N+]([O-])c1cccc(C=NCC23CC4CCC(CC(C4)C2)C3)c1`?
mHTT-CaM PPI inh: -4; Pf apPOL inh: 1

Results for CC(C(=O)O)N1CC2(c3ccccc3)CN(C(C)C(=O)O)CC(c3ccccc3)(C1)C2=O (configuration not stated) ?
mHTT-CaM PPI inh: 3; Pf apPOL inh: 1

How did CC1=NN(c2ccc(C(=O)O)cc2)C(=O)/C1=C/c1cccc([N+](=O)[O-])c1 do in these assays?
mHTT-CaM PPI inh: -4; Pf apPOL inh: -8

What do the screens show for `COC(=O)C(=CN(C)C)Sc1cc(C)c(Cl)cc1C`?
Pf apPOL inh: -5

How did CCOc1cccc(/C=C2\C(=O)Nc3ccc(Br)cc32)c1O do in these assays?
mHTT-CaM PPI inh: 58*; Pf apPOL inh: -12

What do the screens show for `CC1CCCN(CC(O)COC23CC4CC(CC(C4)C2)C3)C1` (configuration not stated)?
mHTT-CaM PPI inh: 0; Pf apPOL inh: -6

Results for Cc1cccc(N2C(=O)CSC23CCN(C(=O)C2CC2)CC3)c1 ?
mHTT-CaM PPI inh: 4; Pf apPOL inh: -3

What do the screens show for `CC(C)c1ccc(NC(=O)c2cn3c(n2)CCCC3)cc1`?
mHTT-CaM PPI inh: 25; Pf apPOL inh: -12

What do the screens show for `CC(C)C(=O)Nc1ccc(C(=O)NCCNS(=O)(=O)C=Cc2ccccc2)cc1`?
mHTT-CaM PPI inh: -5; Pf apPOL inh: 0

What do the screens show for `Cc1cccc(OCc2nc(-c3cccc(-c4ccn[nH]4)c3)no2)c1`?
mHTT-CaM PPI inh: 39; Pf apPOL inh: 0

Bioassay records: PubChem, University of Kansas High Throughput Screening Laboratory
